# HT1080 IDH1KD tx – toxicity to HT-1080 IDH1 knockdown cells (counter line). HT-1080 IDH1 knockdown viability, ATP luminescence, 48 h. Potency, µM (titrated, usually from 46.1 µM), for inactives: at the highest dose activity, negative = toxicity, actives largely listed as cytotoxic. actives 2% (n = 360,000);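 note: potency is the fitted concentration of half-maximal effect; 0% = DMSO wells and -100% = cell-free medium wells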
#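 HT-1080-IDH1KD cells (IDH1 knocked down), 750/well in RPMI with 5% FBS, treated with compound 48 h at 37 degrees C. Viability by CellTiter-Glo luminescence, normalised to DMSO and no-cell wells; concentration-response curves classed.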
# WRN helicase inh – inhibitors of human WRN helicase; Q14191; actives 0.46% (n = 360,000); WRN helicase unwinding, fluorescent forked duplex, kinetic; AID 651768; Potency, µM (titrated, usually from 114 µM), for inactives: at the highest dose activity change, negative = inhibition, most hits filed as inhibitors; note: potency is the fitted concentration of half-maximal effect; % is set by controls: 0 for no effect and ±100 for the full control effect; nearly all actives have a fitted effect of over 55% in size
#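 WRN at 20 nM final preincubated with compound 15 min at room temperature; reaction started with 100 nM fluorophore/quencher forked duplex oligonucleotide and 2 mM ATP final. Unwinding followed kinetically by red fluorescence (ex 525, em 598 nm).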
# ATXN2 expr inh – inhibitors of ATXN2 expression | HEK-293 ATXN2-luciferase reporter, luminescence, 24 h | Potency, µM (top dose mostly 57 µM), inactives show at the top dose activity change, negative = inhibition, hits mostly inhibitors | actives 0.72% (n = 360,000); note: potency is the fitted concentration of half-maximal effect; % is set by controls: 0 for no effect and ±100 for the full control effect; nearly all actives have a fitted effect of over 55% in size
#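 qHTS (up to 57 uM final) was run with 24 h compound exposure of reporter cells at 37 °C. Each well was multiplexed: SteadyGlo luminescence measured ATXN2-luciferase expression after a fluorogenic Gly-Phe-AFC viability readout (25 uM final).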
# SW480 rereplic – inducers of DNA re-replication in SW480 colon cancer cells; SW480 DNA re-replication, Hoechst DNA content imaging, 48 h; Potency, µM (titrated, usually from 46.1 µM), for inactives: at the top dose re-replication activation, actives largely listed as activators; actives 1.8% (n = 340,000); AID 624297; note: potency is the fitted concentration of half-maximal effect; % of control where 0% means no effect; nearly all actives have a fitted effect of over 55% in size
#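 Cells (250 per well) received 23 nL compound or DMSO by pin tool and were kept 48 hr at 37 C, 5% CO2. Nuclei were then stained with Hoechst for 40 min and scanned for DNA content.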
# KB-V1 MDR tox – KB-V1 MDR subline cytotoxicity; Potency, µM (titrated, usually from 46.1 µM), for the others: top-dose activity change, negative = cytotoxicity, hits mostly cytotoxic; KB-V1 MDR cells viability, CellTiter-Glo, 72 h; actives 3.4% (n = 400,000); note: potency is the fitted concentration of half-maximal effect; % is set by controls: 0 for no effect and ±100 for the full control effect; nearly all actives have a fitted effect of over 60% in size
#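 Cells of the MDR subline KB-V1 are plated, dosed with compound at multiple concentrations, and incubated 72 h at 37 degrees C; CellTiter-Glo is then added and luminescence read after 10 min.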
# MCF10A rerep – inducers of DNA re-replication in MCF 10A breast cells. actives 2.9% (n = 350,000). MCF 10A DNA re-replication, Hoechst nuclear intensity, 48 h. Potency, µM (series often up to 46.1 µM), without a hit: at the top dose activity, positive = re-replication, most hits filed as activators. AID 624296; note: potency is the fitted concentration of half-maximal effect; % of control where 0% means no effect; nearly all actives have a fitted effect of over 50% in size
# KB-3-1 cytotox – KB-3-1 parental cell cytotoxicity | actives 1.4% (n = 400,000) | Potency, µM (doses to about 46.1 µM), inactives show at the highest dose activity change, negative = cytotoxic, usual class: cytotoxic | KB-3-1 viability, CellTiter-Glo ATP luminescence, 72 h; note: potency is the fitted concentration of half-maximal effect; % is set by controls: 0 for no effect and ±100 for the full control effect; nearly all actives have a fitted effect of over 60% in size
#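 Luminescent ATP read-out (CellTiter-Glo) measures survival of drug-naive KB-3-1 cells after 72 h compound exposure at 37 °C. Titration series was screened from lowest to highest concentration, with DMSO vehicle plates as background controls.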
# HT1080NT lethal – kills 2HG-producing HT-1080-NT fibrosarcoma cells. Potency, µM (top dose mostly 46.1 µM), for inactives: top-dose activity, negative = less viability, actives largely listed as cytotoxic. HT-1080-NT fibrosarcoma viability, CellTiter-Glo ATP luminescence, 48 h. actives 1.6% (n = 360,000);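 note: NT is the 2HG producing partner of a matched IDH1 knockdown line; potency is the fitted concentration of half-maximal effect; 0% = DMSO-treated cells and -100% = media-only wells without cells; nearly all actives have a fitted effect of over 55% in size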
#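 Compounds were tested in concentration-response format on HT-1080-NT cells for 48 hours at 37 degrees C. Cell viability came from CellTiter-Glo luminescence; curves were classified by r2, response magnitude and activity.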
# IL-1B inflam inh – inflammasome signaling inhibition, IL-1 beta readout; THP-1 LPS/ATP IL-1B secretion, AlphaLISA, 16 h; active compounds read low; activity change, % at 57.5 µM; AID 743279; actives 4.7% (n = 360,000); in the data active = activity change below about -50%; inconclusive = mostly about -30% to -49%; note: % is set by controls: 0 for no effect and ±100 for the full control effect
#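 Secreted IL-1B measured by AlphaLISA bead assay after 16 h compound exposure of THP-1 cells; compounds (final up to 57.5 uM) added 1 h before LPS (250 ng/mL) and ATP (1.25 mM) stimulation; lower signal means less secretion.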
# * = called active by the depositor; ? = inconclusive; . = not tested or not shown; & = joins results of further samples; [ ] = remark or other dose. Unless noted, calls come from the whole dose curve; as a rule, active = well fitted curve in the direction sought with a large enough effect; inconclusive = small, poorly fitted or top-dose-only effect, or another doubt; inactive = no such curve, though single readings can be large; an effect the other way counts as inactive or inconclusive.
SMILES,HT1080 IDH1KD tx,WRN helicase inh,ATXN2 expr inh,SW480 rereplic,KB-V1 MDR tox,MCF10A rerep,KB-3-1 cytotox,HT1080NT lethal,IL-1B inflam inh
CS(=O)(=O)c1ccc(S(=O)(=O)N2CCC(CO)(CCCc3ccccc3)CC2)cc1,-11%,0%,-13%,-63%,-1%,17%,-5%,-10%,16
CCN(C[C@H]1N[C@@](CC)(C(=O)OC)[C@H]2C(=O)N(C)C(=O)[C@@H]12)S(=O)(=O)c1ccc(C(C)(C)C)cc1,-9%,-6%,0%,-16%,-19%,?,-13%,-4%,-4
CCOC(=O)C1CCN(C(=O)c2cc3cc(Cl)ccc3[nH]2)CC1,-4%,-3%,15%,-4%,0%,-3%,-3%,0%,5
CCOCCCN1CC(C(=O)NCCc2ccccc2)CC1=O (stereo not given),0%,2%,-4%,-2%,-2%,0%,5%,?,11
N#Cc1cc2ccccc2nc1SCc1ccccn1,1%,-6%,102%[activator],-4%,-22%,-2%,12%,-5%,29
O=C(NCN1CCc2ccccc2C1)c1cnccn1,-14%,-3%,-8%,7%,?,3%,-3%,2%,11
O=C(NCCOc1cccc2cccnc12)c1cccs1,9%,-8%,0%,3%,-28%,2%,10%,4%,-21
CCN1C(=O)NC(c2ccc(Cl)cc2)C2=C1CCCC2=O (stereo not given),1%,3%,7%,-5%,7%,1%,-16%,-11%,-6
O=C(c1cccc(C(F)(F)F)c1)N1CCOC12CCN(c1ncc(C(F)(F)F)cc1Cl)CC2,-1%,-10%,-15%,-5%,-30%,1%,-28%,-6%,?
O=C1CCN(C(=O)Nc2ccccc2)N1,11%,-9%,0%,-7%,2%,4%,2%,-4%,5
COc1ccccc1NOC(=O)CCOc1ccccc1,8%,3%,41%[activator],.,15%,.,0%,17%,-22
Cc1ccc(SCC(=O)NCCCc2ccccc2)cc1,-7%,-10%[57.1 µM],-8%,2%,23%,-28%,12%,-7%,-10
CC(C)[C@@H](N)C(=O)NCC1CCC(C(=O)N[C@@H](Cc2ccccc2)C(=O)O)CC1 (stereo not given in full),14%,11%,-11%,-8%,12%,-1%,0%,24%,2
ClCc1nc2ccccc2c2ccccc12,18µM*,-7%,0%,18µM*,?,?,?,5.8µM*,-8
CN(C)/C=C1\C(=O)N(c2ccc(Cl)cc2)CS1(=O)=O,0%,-2%,25%,-3%,12%,0%,3%,9%,-10
O=C(Nc1ccc(F)cc1)c1sc2cc(C(F)(F)F)cnc2c1-c1cccs1,-3%,2%,-18%,1%,-6%,3%,-16%,1%,-14
CCOC(=O)Nc1ccc2nc(Sc3ccc(Cl)cc3)sc2c1,?,-5%,.,16µM*,0%,?,12%,?,43
COc1ccccc1/C=N/NC(=O)c1cccc2ccccc12,-4%,-34%,-8%,?,-10%,-3%,5%,-17%,-11
C=CCC1(N(C(C)=O)c2ccccc2C)CCCCC1,9%,3%[57.1 µM],-32%,-2%,1%,16%,4%,3%,5
COc1ccccc1NC(=O)CSc1nnnn1-c1ccc(C(=O)O)cc1,22%,-9%,-10%,0%,0%,8%,-6%,12%,19
Cc1cc2oc(=O)cc(CN(C)Cc3ccccc3Cl)c2cc1C,-5%,-2%,24%,12%,-1%,15%,-6%,-11%,11
CC(=O)Nc1ccc(NC(=O)C(C)OC(=O)CN2C(=O)C3CCCCC3C2=O)cc1 (stereo not given),6%,7%,-1%,1%,?,5%,0%,13%,10
N/C(=N\OC(=O)CCC1CCCCC1)c1ccc([N+](=O)[O-])cc1,5%,-11%,13%,-10%,-2%,8%,6%,0%,?
ClCC1=Nc2ccccc2Cc2ccccc21,7%,-10%,-34%,4%,-7%,11%,-15%,-11%,.
COc1cc(CNc2cccc(C(=O)O)c2)cc(Br)c1OCC(=O)NC(C)(C)C,5%,-28%[57.1 µM],18%,?,8%,3%,1%,-1%,17

# Among those listed so far, 3 contain two or more sulfur atoms.
SMILES,HT1080 IDH1KD tx,WRN helicase inh,ATXN2 expr inh,SW480 rereplic,KB-V1 MDR tox,MCF10A rerep,KB-3-1 cytotox,HT1080NT lethal,IL-1B inflam inh
CS(=O)(=O)c1ccc(S(=O)(=O)N2CCC(CO)(CCCc3ccccc3)CC2)cc1,-11%,0%,-13%,-63%,-1%,17%,-5%,-10%,16
O=C(Nc1ccc(F)cc1)c1sc2cc(C(F)(F)F)cnc2c1-c1cccs1,-3%,2%,-18%,1%,-6%,3%,-16%,1%,-14
CCOC(=O)Nc1ccc2nc(Sc3ccc(Cl)cc3)sc2c1,?,-5%,.,16µM*,0%,?,12%,?,43

# The listing picks up with the seven entries that preceded the break.
SMILES,HT1080 IDH1KD tx,WRN helicase inh,ATXN2 expr inh,SW480 rereplic,KB-V1 MDR tox,MCF10A rerep,KB-3-1 cytotox,HT1080NT lethal,IL-1B inflam inh
C=CCC1(N(C(C)=O)c2ccccc2C)CCCCC1,9%,3%[57.1 µM],-32%,-2%,1%,16%,4%,3%,5
COc1ccccc1NC(=O)CSc1nnnn1-c1ccc(C(=O)O)cc1,22%,-9%,-10%,0%,0%,8%,-6%,12%,19
Cc1cc2oc(=O)cc(CN(C)Cc3ccccc3Cl)c2cc1C,-5%,-2%,24%,12%,-1%,15%,-6%,-11%,11
CC(=O)Nc1ccc(NC(=O)C(C)OC(=O)CN2C(=O)C3CCCCC3C2=O)cc1 (stereo not given),6%,7%,-1%,1%,?,5%,0%,13%,10
N/C(=N\OC(=O)CCC1CCCCC1)c1ccc([N+](=O)[O-])cc1,5%,-11%,13%,-10%,-2%,8%,6%,0%,?
ClCC1=Nc2ccccc2Cc2ccccc21,7%,-10%,-34%,4%,-7%,11%,-15%,-11%,.
COc1cc(CNc2cccc(C(=O)O)c2)cc(Br)c1OCC(=O)NC(C)(C)C,5%,-28%[57.1 µM],18%,?,8%,3%,1%,-1%,17
CC(C)(C)c1cc(=O)[nH]c(SCc2ccccc2)n1,-6%,10%,-15%,-94%[inhibitor],-22%,-1%,-7%,?,6
Cc1cccc(C)c1NC(=O)N1C(C(=O)O)CSC1C(=O)O (stereo not given),10%,6%,2%,-3%,-1%,13%,5%,3%,1
O=C(NCC1CCCO1)c1cc2c([nH]c3ccccc32)c(-c2cccc(Br)c2)n1 (stereo not given),-13%,-3%,?,12%,?,?,?,-14%,?
Cc1cccn2cc(-c3ccc(S(=O)(=O)N4CCCCC4)cc3)nc12,-17%,2%,-10%,2%,-9%,21%,-7%,-21%,-11
O=C(c1ccc(Br)s1)N1CCN(C/C=C/c2ccccc2)CC1,-25%,-6%,-24%,-1%,15µM*,19%,-3%,-2%,-8
COc1ccccc1-c1ccc2c(c1)C(C)(Cc1ccc(Cl)c(Cl)c1)C(=O)N2 (stereo not given),23µM*,-6%,?,.,-8%,.,-19%,?,-13
O=c1oc2ccccc2cc1-c1nnc(-c2cccc(Br)c2)o1,0%,1%,16%,-3%,5%,-1%,0%,-2%,-22
Cc1ccccc1C(=O)N1CCN(C(c2ccccc2)c2ccccc2)CC1,-20%,-8%,.,-2%,?,0%,-25%,-13%,-29
COc1ccccc1C(=O)NNC(=O)CCN1C(=O)/C(=C\c2ccccc2)SC1=S,0%,-1%,10%,-3%,1%,-3%,16%,-2%,43
Cc1ccc(-c2csc(N3CCN(S(=O)(=O)c4ccc5c(c4)NC(=O)CO5)CC3)n2)cc1,10%,-1%,-4%,-1%,-42%,4%,-8%,11%,-20
CN1CCN(C(c2ccccc2)c2nnnn2Cc2ccccc2)CC1 (stereo not given),11%,-5%[57.1 µM],-1%,-5%,8%,3%,5%,8%,-2
C=CCn1c(-c2cc3cccc(OC)c3o2)n[nH]c1=S,-3%,-10%,-23%,-8%,-29%,-1%,-3%,3%,19
O=C(CCC(=O)NNC(=O)Nc1ccc(Cl)cc1)NCc1ccccc1,0%,1%,4%,-4%,-1%,-6%,0%,2%,-3
Cc1ccc(C2(C)NC(=O)N(CC(=O)N3CCN(S(=O)(=O)c4ccccc4[N+](=O)[O-])CC3)C2=O)cc1 (stereo not given),0%,1%,.,-12%,-7%,-6%,-7%,-2%,-13
CCNc1nc(NC(C)CC)nc(Oc2ccc(OCC)nn2)n1 (stereo not given),-2%,2%,28%,12%,-6%&3%,?,-1%&-20%,-17%,68
O=[N+]([O-])c1ccc2nc(SCc3cn4cc(Cl)ccc4n3)[nH]c2c1,-28%,?,-13%,-1%,-9%,23%,-19%,-29%,32
CC(NC(=O)c1ccccc1Br)c1ccc2c(c1)CCCC2 (stereo not given),-9%,-5%,-16%,-7%,-11%,14%,-1%,-3%[9.24 µM],-2
CCOc1cc(S(=O)(=O)N(CC)CC)ccc1Cl,-14%,4%,1%,-20%,3%,-6%,?,27%,2
COC(CNC(=O)C(=O)NCC1CCCN1S(=O)(=O)c1cccs1)OC (stereo not given),1%,-8%,-5%,3%,38%,1%,1%,1%,-3
Cc1cc(C)nc(N2CCCC(C(=O)NCCc3cccc(F)c3)C2)n1 (stereo not given),-1%,0%,10%,-8%,18µM*,-1%,8%,10%,4

# An unsorted share of the library. Share with any hit: about 12%.
